Screening data: PubChem BioAssay, National Center for Advancing Translational Sciences (NCATS)
MCF10A rereplic = inducers of DNA re-replication in MCF 10A breast cells | MCF 10A DNA re-replication, Hoechst nuclear intensity, 48 h | 2.9% of 350,000 active | Potency, µM (titrated, usually from 46.1 µM), inactives show at the top dose activity, positive = re-replication, hits mostly activators; note: % of control where 0% means no effect; nearly all actives have a fitted effect of over 50% in size
A549 viability = A549 cytotoxicity, counter-screen for Nrf2 inhibitors. A549 ARE-Fluc cells, CellTiter-Fluor viability, 18-24 h. Potency, µM (titrated, usually from 46 µM), inactives show at the highest dose activity change, negative = cytotoxicity, hits mostly inhibitors. 0.16% of 390,000 active; note: % is set by controls: 0 for no effect and ±100 for the full control effect
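Cytotoxicity counterscreen: CellTiter-Fluor fluorescence was measured in A549 ARE_Fluc cells after 18-24 h of compound exposure in a concentration series. The subsequent BugLite luminescent read reports ARE-luciferase activity.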
ATXN2 expr inh = inhibitors of ATXN2 expression; HEK-293 ATXN2-luciferase reporter, luminescence, 24 h; Potency, µM (top dose mostly 57 µM), for inactives: at the top dose activity change, negative = inhibition, actives largely listed as inhibitors; 0.72% of 360,000 active; AID 1745845; note: % is set by controls: 0 for no effect and ±100 for the full control effect; nearly all actives have a fitted effect of over 55% in size
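qHTS (up to 57 uM final) was run with 24 h compound exposure of reporter cells at 37 °C. Each well was multiplexed: SteadyGlo luminescence measured ATXN2-luciferase expression after a fluorogenic Gly-Phe-AFC viability readout (25 uM final).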
EPAC2 antag = EPAC2 (human) antagonism; EPAC2 GEF exchange of Rap1B-BODIPY-GDP, fluorescence; Potency, µM (doses to about 114 µM), for the others: at the top dose activity, negative = inhibition, most hits filed as inhibitors; 0.18% of 360,000 active; note: % is set by controls: 0 for no effect and ±100 for the full control effect; nearly all actives have a fitted effect of over 45% in size; many of its hits are not listed in these tables
Target sequence (Q8WZA2 whole entry, looked up): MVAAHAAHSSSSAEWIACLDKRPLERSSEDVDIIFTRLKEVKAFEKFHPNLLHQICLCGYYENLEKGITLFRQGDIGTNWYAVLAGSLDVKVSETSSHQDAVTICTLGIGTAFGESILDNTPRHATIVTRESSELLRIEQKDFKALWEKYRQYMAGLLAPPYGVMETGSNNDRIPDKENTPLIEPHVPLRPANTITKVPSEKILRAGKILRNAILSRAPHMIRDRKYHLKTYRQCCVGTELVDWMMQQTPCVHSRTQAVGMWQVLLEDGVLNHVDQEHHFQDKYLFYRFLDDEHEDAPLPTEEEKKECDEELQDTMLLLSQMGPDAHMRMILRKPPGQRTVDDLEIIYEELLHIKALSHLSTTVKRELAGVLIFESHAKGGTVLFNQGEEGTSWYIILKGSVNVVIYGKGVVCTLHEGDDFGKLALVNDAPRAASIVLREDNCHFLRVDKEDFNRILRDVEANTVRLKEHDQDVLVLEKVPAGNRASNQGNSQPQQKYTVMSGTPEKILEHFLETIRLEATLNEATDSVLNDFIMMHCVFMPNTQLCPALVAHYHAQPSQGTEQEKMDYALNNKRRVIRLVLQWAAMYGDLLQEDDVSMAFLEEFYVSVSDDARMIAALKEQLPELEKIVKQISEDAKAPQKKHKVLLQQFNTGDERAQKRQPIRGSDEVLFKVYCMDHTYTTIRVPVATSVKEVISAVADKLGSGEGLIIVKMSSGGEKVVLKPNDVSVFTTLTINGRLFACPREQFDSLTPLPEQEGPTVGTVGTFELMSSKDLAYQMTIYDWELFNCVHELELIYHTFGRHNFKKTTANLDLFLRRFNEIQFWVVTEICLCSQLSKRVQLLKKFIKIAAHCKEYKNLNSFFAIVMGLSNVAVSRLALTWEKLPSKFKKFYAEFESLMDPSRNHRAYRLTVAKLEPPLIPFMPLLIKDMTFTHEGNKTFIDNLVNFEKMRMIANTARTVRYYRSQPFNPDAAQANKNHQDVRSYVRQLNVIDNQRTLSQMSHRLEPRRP
HepG2 viability = kills HepG2 cells in TGF-b inhibitor counter-screen. AID 588856. Potency, µM (series often up to 46.1 µM), for inactives: at the top dose activity change, negative = cytotoxicity, most hits filed as cytotoxic. HepG2 CAGA-GFP viability, ATP luminescence, 18 h. 0.76% of 410,000 active; note: some results filed as inactive show a strong effect at the top dose
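HepG2 CAGA-GFP cells (1000/well, DMEM with 1% FBS) received compound, then TGF-beta at 500 pg/mL final, and were incubated 18 hours at 37 degrees C. Viability was read by CellTiter-Glo luminescence. Media-only wells were set as complete cell-killing and DMSO as no toxicity.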
TGFb SMAD3 inh = TGF-b pathway inhibition | Potency, µM (titrated, usually from 46.1 µM), inactives show at the highest dose activity, negative = inhibition, usual class: inhibitors | 1.2% of 410,000 active | HepG2 CAGA-GFP TGF-b/SMAD3 reporter, GFP fluorescence, 18 h; TGF-beta stimulated, 500 pg/mL final; note: % is set by controls: 0 for no effect and ±100 for the full control effect; nearly all actives have a fitted effect of over 65% in size
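Cell-based qHTS in HEPG2 carrying a CAGA-GFP Smad reporter; compounds added before 500 pg/mL final TGF-beta, 18 h incubation at 37 degrees C, GFP fluorescence quantified per cell by imaging cytometry.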
S2 tox = cell viability loss in ATXN counter-screen. S2 cells (HEK-293 line with an ATXN2-luciferase reporter) viability, CellTiter-Fluor protease fluorescence, 24 h. AID 651635. Potency, µM (doses to about 56.7 µM), usual class: cytotoxic. 0.49% of 400,000 active; note: nearly all actives have a fitted effect of over 40% in size
Nrf2 ARE act = activators of Nrf2 (ARE) signaling; AREc32 ARE-luciferase reporter (MCF7-derived line), luminescence, 24 h; Potency, µM (series often up to 46.1 µM), inactives show top-dose activation, actives largely listed as activators; 0.31% of 410,000 active; note: % of control where 0% means no effect; nearly all actives have a fitted effect of over 65% in size
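ARE activation measured as luciferase luminescence (Steady-Glo, 30 min RT) in AREc32_Fluc cells after 24 hr compound exposure at 37 deg C, 5% CO2; cells seeded overnight at 1000/well in OPTI-MEM, 5% FBS.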
Nrf2 block = inhibitors of Nrf2 signaling. A549 ARE-Fluc reporter, luciferase luminescence, 18-24 h. 2.1% of 360,000 active. Potency, µM (titrated, usually from 46 µM), inactives show at the top dose activity change, negative = inhibition, most hits filed as inhibitors. AID 504444; note: % is set by controls: 0 for no effect and ±100 for the full control effect; nearly all actives have a fitted effect of over 60% in size
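A549 ARE_Fluc cells, 5000/well, 5% FBS OPTI-MEM; compounds in dose-response, 18-24 h at 37 °C/5% CO2; CellTiter-Fluor viability read (Ex 405/Em 525), then BugLite luciferase luminescence = Nrf2 activity.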
An asterisk follows results filed as active; i = inactive; ? = inconclusive; nt = not tested or not shown; [ ] = dose if it differs, or a comment. Calls come from the whole dose curve; as a rule, active = well fitted curve in the direction sought with a large enough effect; inconclusive = small, poorly fitted or top-dose-only effect, or another doubt; inactive = no such curve, though single readings can be large; an effect the other way counts as inactive or inconclusive. Potency is the fitted concentration of half-maximal effect. A portion of the library; the hit share may differ from the screen's.

cpd | structure | MCF10A rereplic | A549 viability | ATXN2 expr inh | EPAC2 antag | HepG2 viability
1 | COc1ccc(Br)cc1S(=O)(=O)N1CC(C)OC(C)C1 (configuration not stated) | 4% | 0% | -4% | -4% | 0%
2 | CCOc1ccc(-c2cc(NC(=O)Nc3ccccc3Cl)c(C(=O)OC)s2)cc1 | nt | 6% | nt | nt | -17%
3 | COc1ccc(/C=C/c2nc3cc(-c4ccccc4)ccc3o2)cc1O | 5.8µM* | 1% | -9% | -9% | -88%
4 | Cc1ccc2cc(CN(CC3CCCO3)S(=O)(=O)c3c(C)ccc4nsnc34)c(=O)[nH]c2c1 (configuration not stated) | ? | 0% | 2% | -4% | -2%
5 | CCC(=O)NNc1cccc(Cl)n1 | -10% | -3% | 1% | 8% | 6%
6 | O=S(=O)(Nc1ccc(-c2nc3cccnc3s2)cc1)c1cccs1 | 6.5µM* | 17% | 17% | 3% | -4%
7 | CCCc1nc2ccccc2c(=O)n1-c1ccc(C(=O)OCC)cc1 | 1% | -1% | -13% | 11% | -21%
8 | CCN1CCN(c2nc(Nc3ccc(OC)cc3)nc(N)c2[N+](=O)[O-])CC1 | -4% | -4% | -8% | 2% | -24%
9 | O=C(CCSc1ccc(Br)cc1)c1ccc(O)cc1 | ? | 3% | nt | -9% | -41%
10 | Cc1cccc(NC(=O)CC2C(=O)OCCN2Cc2ccccc2)c1 (configuration not stated) | nt | -2% | 5% | nt | -40%
11 | CCCCNc1cc(=O)n(C)c(=O)[nH]1 | -8% | 5% | -1% | 2% | -11%
12 | CCCCSc1nnc(NC(=O)CCc2ccccc2)s1 | 14% | -5% | 0% | 10% | 1%

cpd | TGFb SMAD3 inh | S2 tox | Nrf2 ARE act | Nrf2 block
1 | -5% | i | 0.3% | 4%
2 | -9% | nt | 1.3% | ?
3 | -34% | i | 22% | 3%
4 | -3% | i | 0.0% | 8%
5 | -13% | i | -1.1% | 2%
6 | 0% | ? | 16% | ?
7 | ? | i | -0.3% | 6%
8 | -3% | i | 3.6% | -3%
9 | ? | nt | 16µM* | ?
10 | -21% | i | 2.6% | 5%
11 | -4% | i | -0.9% | 9%
12 | -11% | i | 0.5% | 1%

The list continues.
cpd | structure | MCF10A rereplic | A549 viability | ATXN2 expr inh | EPAC2 antag | HepG2 viability
13 | CC(=O)C1=CCC(c2ccc(Cl)cc2)N(S(=O)(=O)c2ccccc2C)C1 (configuration not stated) | nt | nt | -36% | 3% | 0%
14 | CCOC(=O)C(NC(=O)c1ccc(OC)cc1)(Nc1cc(C)on1)C(F)(F)F (configuration not stated) | 2% | -6% | -4% | 10% | -2%
15 | COc1ccccc1CN(C)C(=O)c1cc(C)nc2ccccc12 | ? | 10% | -24% | 0% | -31%
16 | CC1(C(=O)Nc2ccc(Cl)c(Cl)c2)CCN1C(=O)Cc1cccc2ccccc12 (configuration not stated) | nt | nt | -20% | -2% | -40%
17 | CCOC(=O)c1c(C)[nH]c(C)c1S(=O)(=O)NCC(=O)NCc1cccc(C)c1 | nt | 9% | -5% | nt | -22%
18 | CN(c1ccccc1)S(=O)(=O)c1cccc(C(=O)Nc2nn[nH]n2)c1 | -1% | 5% | 6% | 3% | -2%
19 | O=C(COc1cc(Cl)c(Cl)cc1Cl)NC(=O)Nc1ccc2c(c1)OCCO2 | 0% | -9% | 16% | 0% | 15%
20 | Cc1cccn2c(N)c(-c3ccccc3)nc12 | 19% | -9% | 28% | 4% | -96%
21 | Cc1ccccc1NC(=O)COC(=O)c1cccc(S(=O)(=O)N2CCCCC2)c1 | ? | 1% | -3% | -1% | -17%
22 | CCCCOc1ccc(C(=O)Nc2ccc(-c3nc4ccccc4s3)cc2C)cc1 | nt | 9% | 18% | nt | -33%
23 | COc1ccc(OC)c(C(=O)c2coc3cc(Br)c(O)c(Br)c23)c1 | ? | -1% | 5% | ? | 2%
24 | COc1ccc(C2=NS(=O)(=O)N(C)C(C(=O)Nc3ccc(F)cc3F)=C2)cc1 | -4% | 1% | 4% | 0% | -24%

cpd | TGFb SMAD3 inh | S2 tox | Nrf2 ARE act | Nrf2 block
13 | ? | ? | 22% | nt
14 | -6% | i | -0.3% | -6%
15 | -3% | i | 0.6% | 0%
16 | -12% | i | 0.4%[9.22 µM] | nt
17 | -15% | i | 0.1% | ?
18 | -2% | i | -0.4% | 15%
19 | 0% | ? | 1.0% | 22%
20 | 5% | ? | 4.3% | 6%
21 | -7% | i | -0.6% | ?
22 | -22% | i | 3.9% | 17%
23 | -3% | i | 0.0% | -24%
24 | ? | i | -0.1% | ?

Later entries
cpd | structure | MCF10A rereplic | A549 viability | ATXN2 expr inh | EPAC2 antag | HepG2 viability
25 | CCOC(=O)C1C(=O)C=C(c2ccc(C)cc2)CC1c1cccc([N+](=O)[O-])c1 (configuration not stated) | ? | 10% | 2% | -3% | -19%
26 | CC1CCCCC1NC(=O)COC(=O)c1ccc2ccccc2n1 (configuration not stated) | -1% | -1% | 5% | 4% | 3%
27 | O=c1c2ccccc2nc(-c2ccc(F)cc2)n1NCc1ccccc1O | 15% | 2% | 7% | 1% | -2%
28 | Cc1ccc(NC(=O)C2CCN(S(=O)(=O)c3ccc4[nH]c(=O)ccc4c3)CC2)cc1C | nt | -1% | nt | nt | -24%
29 | CC1=C([N+](=O)[O-])C(c2ccccc2)NC(=O)N1 (configuration not stated) | 1% | 0% | 3% | 6% | 12%
30 | COc1ccc(CCC2=NCCN2C(CC(C)C)c2nc3ccccc3[nH]2)cc1 (configuration not stated) | nt | nt | -21% | 4% | -12%
31 | CCCC(C)C(=O)Nc1ccc(S(N)(=O)=O)cc1 (configuration not stated) | -13% | 7% | -2% | 9% | 6%
32 | CCOC(=O)c1c(NC(=O)/C=C\C(=O)O)sc(C)c1-c1ccccc1 | 21µM* | 0% | ? | -18% | 5%
33 | COc1ccc(N(CC(=O)Nc2cccc([N+](=O)[O-])c2C)S(C)(=O)=O)cc1OC | 6% | -2% | -5% | 13% | -17%
34 | CC(=O)OC1CCC2(C)C(CCC3C2CC(=O)C2(C)C3CC(C(C(C)=O)C(C)=O)C2C(C)=O)C1 (configuration not stated) | -1% | -5% | -5% | 13% | 0%
35 | Cc1cccc(CCNC(=O)c2c[nH]c3ccc(S(=O)(=O)Nc4ccccc4F)cc3c2=O)c1 | nt | 3% | nt | nt | -28%
36 | Cc1cc(S(=O)(=O)Nc2c(C)nc3nc[nH]n3c2=O)ccc1F | -5% | 1% | -20% | -7% | -36%

cpd | TGFb SMAD3 inh | S2 tox | Nrf2 ARE act | Nrf2 block
25 | -7% | i | 2.6% | -21%
26 | 7% | i | -0.1% | 8%
27 | -5% | i | 0.4% | 0%
28 | -29% | nt | -0.7% | ?
29 | -12% | i | -0.5% | -3%
30 | 4% | ? | 4.0% | nt
31 | 4% | i | -0.5%[9.22 µM] | -2%
32 | 25% | i | ? | -4%
33 | -41% | i | 0.4%[9.22 µM] | -15%
34 | 11% | i | -0.5% | -5%
35 | -6% | nt | 3.6% | nt
36 | 7% | i | 0.7% | 2%

The list goes on:
cpd | structure | MCF10A rereplic | A549 viability | ATXN2 expr inh | EPAC2 antag | HepG2 viability
37 | O=C(Nc1ccc(OC(F)F)cc1)c1cc(S(=O)(=O)N2CCCCC2)ccc1N1CCOCC1 | -5% | -1% | 6% | -3% | 7%
38 | Clc1cccc(-c2nnc(CN3CCN(c4ccccn4)CC3)o2)c1 | nt | 4% | 11% | nt | -21%
39 | COc1ccc(NS(=O)(=O)c2cccc(C(=O)NN=Cc3cc(Br)c(O)c(Br)c3)c2)cc1 | -2% | 0% | -7% | -17% | -10%
40 | C=CCn1c(SCC(=O)c2ccc(O)c(O)c2)nnc1-c1cccc(C)c1 | -37%[inhibitor] | -14% | -8% | -8% | -2%
41 | O=C(O)[C@@H]1CCCN1C(=O)c1ccco1 | -1% | 5% | -18% | -5% | -1%
42 | COc1cccc(Nc2nnc(SCN3C(=O)c4ccccc4C3=O)s2)c1 | 1% | -7% | 11% | 5% | -42%

cpd | TGFb SMAD3 inh | S2 tox | Nrf2 ARE act | Nrf2 block
37 | -2% | i | -0.2% | 1%
38 | -17% | i | 1.8% | -1%
39 | -2% | i | 0.5% | -9%
40 | -11% | i | 7.1% | 16%
41 | 10% | i | -0.4% | -14%
42 | -2% | i | 4.4% | ?

In another format: 9 of the compounds above
Values run as follows: MCF10A rereplic, A549 viability, ATXN2 expr inh, EPAC2 antag, HepG2 viability, TGFb SMAD3 inh, S2 tox, Nrf2 ARE act, Nrf2 block
31	CCCC(C)C(=O)Nc1ccc(S(N)(=O)=O)cc1 (configuration not stated)
 : -13%, 7%, -2%, 9%, 6%, 4%, i, -0.5%[9.22 µM], -2%
32	CCOC(=O)c1c(NC(=O)/C=C\C(=O)O)sc(C)c1-c1ccccc1
 : 21µM*, 0%, ?, -18%, 5%, 25%, i, ?, -4%
33	COc1ccc(N(CC(=O)Nc2cccc([N+](=O)[O-])c2C)S(C)(=O)=O)cc1OC
 : 6%, -2%, -5%, 13%, -17%, -41%, i, 0.4%[9.22 µM], -15%
34	CC(=O)OC1CCC2(C)C(CCC3C2CC(=O)C2(C)C3CC(C(C(C)=O)C(C)=O)C2C(C)=O)C1 (configuration not stated)
 : -1%, -5%, -5%, 13%, 0%, 11%, i, -0.5%, -5%
35	Cc1cccc(CCNC(=O)c2c[nH]c3ccc(S(=O)(=O)Nc4ccccc4F)cc3c2=O)c1
 : nt, 3%, nt, nt, -28%, -6%, nt, 3.6%, nt
36	Cc1cc(S(=O)(=O)Nc2c(C)nc3nc[nH]n3c2=O)ccc1F
 : -5%, 1%, -20%, -7%, -36%, 7%, i, 0.7%, 2%
37	O=C(Nc1ccc(OC(F)F)cc1)c1cc(S(=O)(=O)N2CCCCC2)ccc1N1CCOCC1
 : -5%, -1%, 6%, -3%, 7%, -2%, i, -0.2%, 1%
38	Clc1cccc(-c2nnc(CN3CCN(c4ccccn4)CC3)o2)c1
 : nt, 4%, 11%, nt, -21%, -17%, i, 1.8%, -1%
39	COc1ccc(NS(=O)(=O)c2cccc(C(=O)NN=Cc3cc(Br)c(O)c(Br)c3)c2)cc1
 : -2%, 0%, -7%, -17%, -10%, -2%, i, 0.5%, -9%
